# SRC3 TRFRET art – TR-FRET detection interference compounds, artefact control for PPARgamma SRC-3 recruitment agonists, biochemical, TR-FRET ratio; TR-FRET artefact counter-screen, PPARgamma/SRC-3 format; hits give high values; TR-FRET ratio at 8 µM; hit rate 0.39% among 99,000; AID 1048, 2008; in the data active means TR-FRET ratio above about 2000; further: inactives centre near 1600
# SRC1 TRFRET art – TR-FRET detection interference compounds, primary screen, artefact control for PPARgamma SRC-1 recruitment agonists, biochemical, TR-FRET emission ratio; TR-FRET detection artefact counter-screen; hits give high values; TR-FRET ratio at 8 µM; hit rate 0.34% among 99,000; AID 1051, 2008; in the data active means TR-FRET ratio above about 2300; further: inactives centre near 1800
# Numbers without * were called inactive. A portion of the library; rates above refer to the full screens.
# Sample of the layout, 3 compounds:
Structure	SRC1 TRFRET art	SRC3 TRFRET art
CCN1CCN(Cc2ccc(NC(=O)Nc3ccccc3Cl)cc2)CC1	1578	1531
COc1ccccc1N1C(=O)CC(Sc2nc(C)cc(C)n2)C1=O (stereo not drawn)	1963	1461
Cc1cc(C)nc(NS(=O)(=O)c2ccc(NC(=O)CSc3nc4ccccc4[nH]3)cc2)n1	1945	1799

# The list itself (from the top)
Structure	SRC1 TRFRET art	SRC3 TRFRET art
CCN1CCN(Cc2ccc(NC(=O)Nc3ccccc3Cl)cc2)CC1	1578	1531
COc1ccccc1N1C(=O)CC(Sc2nc(C)cc(C)n2)C1=O (stereo not drawn)	1963	1461
Cc1cc(C)nc(NS(=O)(=O)c2ccc(NC(=O)CSc3nc4ccccc4[nH]3)cc2)n1	1945	1799
O=C(COC(=O)c1ccccc1)Nc1cccc(S(=O)(=O)N2CCOCC2)c1	1856	1627
Cc1[nH]c(=S)sc1Cc1ccc(Cl)c(Cl)c1	1713	1606
S=c1[nH]nc(COc2ccccc2)n1/N=C/c1cccs1	1711	1641
O=C(CCc1nc2ccccc2c(=O)[nH]1)OCCOc1ccc(Cl)cc1	1710	1681
COc1ccc(NC(=O)NC2CCCCC2C)cc1 (stereo not drawn)	1989	1509
CCn1cc(C(=O)Nc2cc(C)ccc2C)c(=O)c2ccc(C)nc21	1768	1864
Clc1ccc(C2=NN=C3COc4ccccc4N3C2)cc1	1818	1640
Cc1noc(NS(=O)(=O)c2ccc(NC(=O)CCN3C(=O)c4ccccc4C3=O)cc2)c1C	1976	1606
O=C(c1cccc(C(=O)N2CCc3ccccc32)n1)N1CCc2ccccc21	2040	1445
O=C(CCCn1c(SCc2cccc([N+](=O)[O-])c2)nc2ccccc2c1=O)NCC1CCCO1 (stereo not drawn)	1815	1615
CCOC(=O)C/C(C)=N/NC(=O)CN(c1ccc(Br)cc1)S(=O)(=O)c1ccccc1	1754	1540
CC(=O)Nc1cc(C(=O)N2CCc3ccccc3C2)ccc1Sc1ccc(C)cc1	1618	1428
CCNC(=O)NC(=O)C(C)OC(=O)C1CCN(S(=O)(=O)c2ccc(C)c(C)c2)CC1 (stereo not drawn)	1919	1721
Cc1nn(C)c(C)c1C1C(C#N)=C(N)Oc2n[nH]c(C)c21 (stereo not drawn)	1939	1548
CC(=O)Nc1cccc(NC(=O)c2oc3ccccc3c2C)c1	2007	1605
COc1ccc(/C=N/NC(=O)C[n+]2ccccc2)c(OC)c1OC	1890	1341
O=C(CSc1ccsc1[N+](=O)[O-])Nc1cccc(F)c1	1660	1407
O=C(NCCN1CCOCC1)Nc1cccc(Cl)c1	1894	1781
Cc1ccc(C(=O)COC(=O)CNC(=O)c2ccc(N3C(=O)c4ccccc4C3=O)cc2)cc1C	1845	1616
COc1ccc(CCNC(=O)CSc2nnc3ccccn23)cc1	1867	1506
COCC(C)n1c(SCC(=O)NNC(=O)c2ccccc2)nc2ccccc2c1=O (stereo not drawn)	1789	1471
Nc1nc(-c2cccnc2)nn1C(=O)c1ccccc1Cl	1635	1602
COc1cc(/C=N/NC(=O)COc2c(C)cc([N+](=O)[O-])cc2C)ccc1OC(=O)c1ccccc1	1594	1374
Cc1cc(N2CCCCC2)ccc1[N+](=O)[O-]	1715	1533
O=C(COC(=O)COc1cccc(Br)c1)Nc1c(Cl)cccc1Cl	1840	1665
CC(=O)NNC(=S)NC(=O)c1ccccc1	1921	1793
CCOCC(=O)Nc1cc([N+](=O)[O-])ccc1OC	1902	1680
COc1ccc(/C=N/NC(=S)NC2CCS(=O)(=O)C2)cc1 (stereo not drawn)	1616	1468
CCCSc1nc2cc(C)c(C)cc2n1CC(O)CO (stereo not drawn)	1761	1574
COc1ccc(/C=C/C(=O)OCC(=O)Nc2c(C)cccc2C)cc1	1742	1490
Cc1cc(=O)[nH]c(SCc2nnnn2-c2ccc(Cl)cc2)n1	1596	1616
CCn1ccnc1CN(C)Cc1cn(-c2ccc(C)cc2)nc1-c1cccc(C)c1	1785	1555
O=C(Nc1nc(-c2ccccc2)cs1)c1cccc([N+](=O)[O-])c1C(=O)O	1928	1867
COc1ccc(NCC(O)Cn2cnc3c2c(=O)n(C)c(=O)n3C)cc1 (stereo not drawn)	1649	1428
CCOC(=O)c1ccc(NC(=S)N(CCN2CCCCCC2)Cc2cccs2)cc1	2030	1625
Clc1cncc(Cl)c1NNc1c2ccccc2nc2ccccc12	1918	1479
Cc1ccccc1NC(=O)c1c(C)nc(SCC(=O)OCc2ccccc2)c(C#N)c1-c1ccc(F)cc1	1564	1628
CCCCCCCCCS(=O)(=O)Nc1cc(C)ccn1	1710	1571
CCc1ccc2nc(N=C(N)N)nc(C)c2c1	1793	1494
O=C(Nc1nnc(-c2ccncc2)o1)c1cccc(N2C(=O)CCC2=O)c1	1756	1561
Cc1cc(C(F)(F)F)n(-c2nc(C(=O)NN)cs2)n1	2020	1548
O=C(Nc1cccc(C(=O)O)c1)/C(=C\c1ccccc1)NC(=O)c1cccc2ccccc12	1811	1524
Cc1ccc(NC(=S)N2CCC(N(C)CC3CCCO3)CC2)cc1 (stereo not drawn)	1994	1549
CCn1cc(Cl)c(C(=O)N2N=C(c3ccc4ccccc4c3)CC2c2ccccc2O)n1 (stereo not drawn)	1673	1553
C=CCn1c(O)c(CN2CCCCC2)c(C)c(C#N)c1=O	1848	1508
CN(CCc1cn[nH]c1)C(=O)CC1C(=O)NCCN1Cc1cccc(Oc2ccccc2)c1 (stereo not drawn)	1857	1602
S=C(Nc1ccccc1)Nc1nc2ccccc2n1CCOc1ccc(Br)cc1	1730	1747
Cc1cc(CNC(=O)c2cc(-c3ccccc3)nc3ccccc23)nn1C	2014	1364
COc1ccc(CNC(=O)COc2ccc(F)cc2)cc1	1634	1713
O=C(Cn1cc(C(F)(F)F)cc(Cl)c1=O)Nc1ccc(N2CCOCC2)cc1	1777	1458
CC(=O)c1ccc(NC(=S)NNC(=O)c2ccccc2[N+](=O)[O-])cc1	1981	1578
Cc1ccc(S(=O)(=O)c2cc3ccccc3nc2N)cc1	2010	1604
Cc1ccccc1C(=O)NNC(=O)CSc1nnc(C)n1-c1ccccc1	1607	1625
CCC(=O)/C(=C(/O)c1ccccc1)c1nc2ccccc2[nH]1	1645	1672
O=C(O)C12CC3CC(C1)CC(n1ncc(NCc4ccccc4)c(Cl)c1=O)(C3)C2	1774	1572
COc1ccc(CN(CC2CCC(C(=O)O)CC2)C(=S)Nc2ccccc2OC)cc1 (stereo not drawn)	1941	1847
O=C(OCC(=O)N1CCc2ccccc21)c1cccc(S(=O)(=O)N2CCCc3ccccc32)c1	1756	1347

# More records:
Structure	SRC1 TRFRET art	SRC3 TRFRET art
Cc1c(Cl)cccc1NC(=S)N1CCN(Cc2ccc3c(c2)OCO3)CC1	1831	1601
N#CC1=C(N)OC2=C(C(=O)CCC2)C1c1cccs1 (stereo not drawn)	1826	1502
Cc1nnc(SCSc2nnc(C)s2)s1	1860	1480
O=C(c1ccc(C(F)(F)F)cc1)N1CCC(=O)N(C(COCc2ccc(Cl)cc2)Cc2ccccc2)CC1 (stereo not drawn)	1748	1755
O=C(/C=C/c1cn(-c2ccccc2)nc1-c1cccnc1)N1CCCCC1	1529	1436
N/C(Cc1ccc([N+](=O)[O-])cc1)=N\OC(=O)c1ccc(Br)o1	1584	1517
CCOC(=O)c1oc2ccc3c(c2c1C)C(=O)CC1(CCN(C(=O)OCC)CC1)O3	1869	1516
C=CCN1CN(Cc2ccco2)CNC1=S	1682	1711
COc1cc(-c2nnc(SCC(=O)N(C)C3CCS(=O)(=O)C3)o2)cc(OC)c1OC (stereo not drawn)	1439	1453
O=C(NC1CCS(=O)(=O)C1)c1cccc(S(=O)(=O)N2CCCC2)c1 (stereo not drawn)	1830	1509
COc1ccc(CCNC(=O)c2ccco2)cc1OC	1808	1445
C=CCN=C1SC(C)(C)C(=O)N1S(=O)(=O)c1ccc(C)cc1	1673	1421
COc1cc(C(=O)OCc2ccc([N+](=O)[O-])cc2)cc(OC)c1OC	1467	1472
CCc1ccc(CN(C)C(=O)CCc2nnc(CCc3cccc(OC)c3)o2)nc1	1714	1791
CCCC(c1nnnn1CC1CCCO1)N1CCN(c2ccccc2)CC1 (stereo not drawn)	1762	1443
C(=N\n1cnnc1)/c1cn(Cc2ccccc2)c2ccccc12	1955	1624
CC1CN(S(=O)(=O)Cc2ccccc2)CC(C)O1 (stereo not drawn)	1664	1577
CCN(CC)c1ccc(/C=C(/C#N)C(=O)NCc2ccccc2)o1	1849	1637
O=C1CC2(CCCC2)CC(=O)N1c1ccccc1	1892	1419
COc1ccc(NC(=O)CC2C(=O)N(c3ccc(F)cc3)C(=S)N2NC(=O)c2ccccc2)cc1 (stereo not drawn)	1600	1595
COC(=O)C(Cc1ccccc1)N1CCS(=O)(=O)CC1 (stereo not drawn)	1609	1531
O=C(C(=O)N1CCCC1CO)N1CCCC1CO (stereo not drawn)	1723	1644
CCOC(=O)C1(CC2CCCCO2)CCN(S(=O)(=O)c2cc(C)cs2)CC1 (stereo not drawn)	1806	1444
CC(c1c(O)c2ccccc2[nH]c1=O)C1(C)CCC(O)C(C)(C)O1 (stereo not drawn)	2019	1593
COc1ccccc1NS(=O)(=O)c1ccc(NN=C2CCCCC2)c([N+](=O)[O-])c1	1832	1727
COc1cc(CNCc2cccnc2)ccc1OCC(=O)NC(C)(C)C	1759	1751
N#C/C(=C\c1ccc(-c2cccc([N+](=O)[O-])c2)o1)c1nnc(N2CCOCC2)n1-c1ccccc1	1850	1509
Cc1cc2cc(CNC(=O)Cc3ccc([N+](=O)[O-])cc3)ccc2[nH]1	1494	1493
CCn1cc(CNC(=O)c2ccc(C)s2)cn1	1994	1559
CCOC(=O)c1ccc(N2CCN(c3ccc(F)cc3)CC2)c(NC(=O)Nc2cccc(OC)c2)c1	1928	1471
O=C(CN(C(=O)c1csnn1)c1cccc(F)c1)NCc1ccc(F)cc1	1819	1623
COc1ccc(N(CCN2C(=O)c3ccccc3C2=O)C(=O)c2cccc([N+](=O)[O-])c2)cc1	1736	1525
CCCn1c(=O)c2ccccc2n2c(SCCOc3ccc(Cl)cc3)nnc12	2076	1644
NC(=O)CC1NC(=O)c2cc([N+](=O)[O-])cc(I)c2OCCC(C(N)=O)NC(=O)[C@@H]2CCCN2C1=O (stereo partly drawn)	1624	1460
CCNC(=S)N/N=C/c1cn(Cc2ccccc2F)c2ccccc12	2012	1582
CCOc1ccc(Br)cc1S(=O)(=O)Nc1ccc(NC(=O)c2ccccc2C)cc1	1641	1367
CC(=O)Nc1ccc(NC(=S)NC(=O)/C=C/c2ccc(Cl)cc2)cc1	1451	1388
Cc1ccc(O)c(NC2=C(Cl)C(=O)N(Cc3ccccc3)C2=O)c1	1572	1398
Cc1ccc(-n2nc(C)c(Sc3ccccc3[N+](=O)[O-])c2N)cc1	1666	1752
CCC(CC)NC(=O)/C=C/c1ccccc1Cl	2150	1489
CN(C(=O)CSc1nnc(-c2cccc(F)c2)n1N)C1CCS(=O)(=O)C1 (stereo not drawn)	1810	1494
O=C(N/N=C\c1ccccc1OCc1ccccc1)c1ccco1	1741	1559
COc1ccc(-c2nc3cc(C)ccn3c2NCc2ccc3c(c2)OCO3)cc1	1702	1666
CCN(CC)c1ccc(/C=C(\C#N)c2ccccn2)cc1	1829	1573
COc1ccc(-c2c(C#N)c(N)nc3sc(C(=O)c4ccccc4)c(N)c23)cc1	1948	1824
O=C(Nc1ccccc1)Nc1ccc(F)cc1F	1743	1693
NC(=O)c1ccsc1NC(=O)c1coc2ccccc2c1=O	2174	1614
Cc1ccc(Cl)cc1N1CCN(C(=O)c2cccc3c(=O)c(C)c(-c4ccccc4)oc23)CC1	1681	1346
COc1ccc(C(C(=O)NC2CCCC2)N(CC2CCCO2)C(=O)Cc2cccs2)cc1OC (stereo not drawn)	1749	1592
CC/C(=C/c1sc2ccc(C)cc2[n+]1CCCS(=O)(=O)[O-])SC	1832	1541
CCN(CC)CCCNc1nc(CN2CCOCC2)nc2sc3c(c12)CCC3	1791	1277
Fc1ccc(C(c2ccc(F)cc2)N2CCN(C/C=C/c3ccccc3)CC2)cc1	1635	1588
CCCCOc1ccc(-c2cc(C(F)(F)F)c(C#N)c(SCC(=O)O)n2)cc1	1756	1544
COC(=O)c1cccc(NCN2C(=O)c3ccccc3C2=O)c1	1606	1488
CC(=O)Nc1ccc(/C(C)=N/Nc2nc(Nc3cccc4ccccc34)nc(N3CCOCC3)n2)cc1	1726	1732
Oc1ccc(-c2nc3ccc4ccccc4c3c3c2CCC3)cc1O	1680	1469
Cc1ccc(C(=O)Nc2nnc(-c3ccco3)o2)cc1	1991	1651
O=C(/C=C/c1ccc(S(=O)(=O)N2CCOCC2)cc1)NCc1ccc(Cl)cc1	1863	1607

# Some of the entries so far, field by field.
CCCCOc1ccc(-c2cc(C(F)(F)F)c(C#N)c(SCC(=O)O)n2)cc1
  SRC1 TRFRET art = 1756 | SRC3 TRFRET art = 1544

COC(=O)c1cccc(NCN2C(=O)c3ccccc3C2=O)c1
  SRC1 TRFRET art = 1606 | SRC3 TRFRET art = 1488

CC(=O)Nc1ccc(/C(C)=N/Nc2nc(Nc3cccc4ccccc34)nc(N3CCOCC3)n2)cc1
  SRC1 TRFRET art = 1726 | SRC3 TRFRET art = 1732

Oc1ccc(-c2nc3ccc4ccccc4c3c3c2CCC3)cc1O
  SRC1 TRFRET art = 1680 | SRC3 TRFRET art = 1469

# High-throughput results: PubChem BioAssay, The Scripps Research Institute Molecular Screening Center
